Screening results deposited in PubChem by Broad Institute.
C2C12 statin = suppressors of simvastatin-induced myotoxicity in C2C12 myotubes. 330,000 compounds, 0.78% hits. ATP luminescence, 48 h; scaled: DMSO 0, geranylgeraniol control 100. rescue of ATP level, % at 7.49 µM;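 active = mean ATP rescue above about 67%, or every replicate alone reaching that limit, limit read from the data, passing the limit was not always enough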;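 also: myotubes were challenged with 10 µM simvastatin during compound exposure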
esBAF inh = inhibitors of esBAF chromatin remodeling in mouse ES cells; Bmi1-luciferase knock-in reporter, 24 h; 100% = twice the neutral-well signal; reporter increase, % at 12.5 µM; 350,000 compounds, 2% hits; in the data active = activation above about 40%;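 also: 0% = median of the plate's neutral control wells and 100% = double that signal; a rise in the Bmi1 reporter signal indicates esBAF inhibition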
LGR2 inh = blocks bursicon-induced cAMP signaling via Drosophila LGR2 | 380,000 compounds, 0.35% hits | AID 720647 | HEK293 LGR2, CRE-luciferase, bursicon-stimulated, 4 h | inhibition, % at 9.99 µM;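 active = drop in luminescence signal, shown as inhibition above about 50% in the replicate tests, limit read from the data, passing the limit was not always enough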;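 also: agonist challenge used bursicon conditioned medium at about half maximal strength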
SIRT5 inh = sirtuin-5 (human) deacylase inhibition; inhibition, % at 15 µM; Purified SirT5, succinyl-peptide AMC, trypsin-coupled fluorescence; AID 652115; Q9NXA8; 330,000 compounds, 1.1% hits; in the data active = inhibition above about 15%
Target sequence (Q9NXA8 whole entry, looked up): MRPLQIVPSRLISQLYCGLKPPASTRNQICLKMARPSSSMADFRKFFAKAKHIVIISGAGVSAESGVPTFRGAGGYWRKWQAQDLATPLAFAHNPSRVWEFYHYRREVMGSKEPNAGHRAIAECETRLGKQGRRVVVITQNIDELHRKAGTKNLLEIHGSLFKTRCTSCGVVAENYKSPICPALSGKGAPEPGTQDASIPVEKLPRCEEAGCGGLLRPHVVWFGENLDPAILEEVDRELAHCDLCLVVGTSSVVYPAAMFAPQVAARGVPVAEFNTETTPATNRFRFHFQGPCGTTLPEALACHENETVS
S100A4 MyoIIA = S100A4-myosin IIA interaction inhibition | S100A4/TAMRA-MyoIIA peptide fluorescence polarization | inhibition, % at 10.7 µM | 360,000 compounds, 0.14% hits | P26447;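 active = mean inhibition of at least 70% across replicates, with every replicate also reaching that level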
Target sequence (P26447 whole entry, looked up): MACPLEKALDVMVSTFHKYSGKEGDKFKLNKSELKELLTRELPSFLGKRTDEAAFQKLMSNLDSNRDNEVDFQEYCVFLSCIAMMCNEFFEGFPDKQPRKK
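Test system – S100A4 monomer (human) · Compound – single-point compound testing · Schedule – 5 min incubation before reading · Probe or stimulus – TAMRA-labelled myosin IIA heavy-chain peptide probe, 5 nM · Benchmarks – neutral control DMSO, positive control TFP · Medium – Calcium-containing HEPES buffer, pH 7.2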
FN deposition inh = fibronectin deposition inhibition | AH1F fibroblasts, Alexa488-fibronectin deposition fluorescence, overnight | inhibition, % at 12.6 µM | 350,000 compounds, 0.086% hits | AID 743247;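 active = mean inhibition across replicates of 30% or more, regardless of how many single replicates reach that level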;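 also: positive control wells lacked labelled fibronectin entirely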
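Assay system: AH1F fibroblasts assembling fluorescent fibronectin matrix; Amount: 10000 AH1F cells per well; Buffer or medium: DMEM, 2% serum; Probe or stimulus: Alexa488-fibronectin, 24 nM final in well; Doses: single compound dose, delivered by pin transfer; Incubation: 1 h adhesion, overnight exposure; Measured by: fluorescence 485/525 nm; Read-out: fibronectin deposition inhibition.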
CASP6 VEID inh = inhibitors of human caspase-6; P55212; purified caspase-6, Z-VEID-R110 cleavage fluorescence; inhibition, % at 12.5 µM; 350,000 compounds, 0.53% hits; AID 686996;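 active = mean inhibition across replicates at least about 35%, with every replicate also reaching that limit, limit read from the data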;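 also: 0% = median of neutral control wells and 100% = no fluorescence left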
Target sequence (P55212 24-179 limits assumed): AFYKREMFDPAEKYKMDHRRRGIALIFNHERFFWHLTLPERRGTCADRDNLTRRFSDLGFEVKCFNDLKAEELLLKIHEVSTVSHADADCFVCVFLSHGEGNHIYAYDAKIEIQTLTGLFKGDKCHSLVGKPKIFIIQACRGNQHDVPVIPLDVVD
Target sequence (P55212 194-293 limits assumed): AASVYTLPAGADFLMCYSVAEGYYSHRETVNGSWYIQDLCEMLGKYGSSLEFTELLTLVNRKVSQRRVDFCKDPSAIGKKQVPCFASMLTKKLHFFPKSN
The depositor's hits bear a star; . = not tested or not shown; & = joins results of further samples. Not all compounds are listed; rates above refer to the full screens.

no.	SMILES	FN deposition inh	S100A4 MyoIIA	LGR2 inh	SIRT5 inh	C2C12 statin	esBAF inh	CASP6 VEID inh
1	COCCN(C(=O)CSc1ncn[nH]1)c1c(N)n(Cc2ccccc2)c(=O)[nH]c1=O	0	-2	17	-2	-1	-10	1
2	C[C@H](CO)N1C[C@H](C)[C@@H](CN(C)C(=O)Nc2ccc(C(F)(F)F)cc2)Oc2ccc(NC(=O)NC3CCCCC3)cc2CC1=O	18	-7	-15	.	-66	-5	.
3	CC(C)NC(=O)N(C)C[C@@H]1OCCCC[C@H](C)Oc2ccc(NC(=O)NC3CCCCC3)cc2C(=O)N([C@@H](C)CO)C[C@@H]1C	-9	-8	2	0	16	0	-2
4	O=C(C1CCCO1)N1CCN(C(=S)Nc2ccc(F)cc2)CC1 (stereo not drawn)	13	-2	3	-4	.	.	-1
5	C[C@H]1CN([C@@H](C)CO)C(=O)c2cc(NC(=O)c3ccncc3)ccc2O[C@H]1CN(C)CC1CCCCC1	3	-1	27	.	2	-8	-2
6	COCC(=O)N1[C@H](CO)[C@H](c2ccccc2)C12CN(C(=O)Cc1ccccn1)C2	.	11	12	1	.	.	-1
7	Cc1csc(N2CCCC2c2nc3cc(C(F)(F)F)ccc3n2CCOCCO)n1 (stereo not drawn)	-5	16	-17	.	12	-4	1
8	O=C(CSc1nnc(-c2cccc(Cl)c2)o1)Nc1ccc2c(c1)OCCO2	18	-3	-69	-3	-6	32	1
9	CN1C(=O)c2cc(NC(=O)c3ccc(Cl)cc3)ccc2OC[C@H]2O[C@H](CC(=O)O)CC[C@H]21	.	.	4	.	-6	3	.
10	O=C1OCc2ccc(NC(=O)c3ccccc3C(=O)O)cc21	-1	-7	-14	-4	6	8	4
11	O=C(NCC1CCCCC1)[C@@H]1N[C@@H]2c3ccc(C4=CCCCC4)c(=O)n3C[C@@H]2[C@H]1CO	.	-9	-10	-10	0	5	1
12	Cc1c(NC(=O)CSc2nc(N)cc(N)n2)c(=O)n(-c2ccccc2)n1C	-8	-5	4	-2	-1	-2	-3
13	O=C(Nc1nc2ccc(F)cc2s1)C1=NN(c2ccccc2)C(=O)CC1	-1	-1	.	-1	7	31	-3
14	CCCc1cc(C(=O)N2CCN(C(c3ccccc3)c3ccccc3)CC2)no1	-9	-12	18	1	19	11	0
15	O=C(C1CCCC1)N1CC(=O)N2[C@H](CO)[C@@H](c3ccc(C#CCc4ccccc4)cc3)[C@@H]2C1	-13	-2	19	-1	.	.	2
16	C=CCOc1cccc(CNCCCN2CCOCC2)c1	4	1	6	-10	.	.	-7
17	C[C@H]1CN([C@@H](C)CO)C(=O)c2cccc(NC(=O)Nc3ccccc3)c2O[C@@H]1CN(C)Cc1ccc(-c2ccccc2)cc1	.	5	-6	-4	3	0	.
18	Cc1ccccc1N(CC(=O)Nc1ccc(S(=O)(=O)N2CCOCC2)cc1)S(C)(=O)=O	.	-1	3	-1	.	.	2
19	O=C(COC(=O)c1cc([N+](=O)[O-])ccc1N1CCOCC1)NCc1ccc(F)cc1	.	-17	-9	-3	-1	3	-2
20	O=c1c2cc(Br)ccc2nc(-c2ccc([N+](=O)[O-])cc2)n1O	-1	-2	-12	1	.	.	0
21	COc1ccc(S(=O)(=O)N2CCN(CC(O)CN3CCOCC3)CC2)cc1 (stereo not drawn)	17	-3	11	-2	-11	-12	0
22	CCN1CCCC1CNC(=O)Cn1nc(C)n2nc(-c3ccccc3)cc2c1=O (stereo not drawn)	1	-1	9	-2	35	3	-22
23	O=C(CC[C@H]1O[C@@H](n2ccc(=O)[nH]c2=O)[C@H](O)[C@@H]1O)N[C@H](Cc1ccccc1)C(=O)NCCCc1ccccc1	5	-2	-11	-2	0	27	2
24	C[C@H](CO)N1C[C@H](C)[C@@H](CN(C)C(=O)Nc2ccccc2)Oc2c(NC(=O)Nc3ccc(C(F)(F)F)cc3)cccc2C1=O	16	9&-3	16	0&0	-30&-12	8&9	0&6
25	CCn1nccc1NC(=O)c1csc([C@@H]2O[C@H](CO)[C@H](O)[C@H](O)[C@H]2O)n1	-7	9	-3	.	-4	-3	2
26	Cc1cccc(-n2ncc3c(=O)[nH]c(SCC(=O)Nc4cc(C)on4)nc32)c1	-1	-2	-22	-3	.	.	1
27	CN1CCN(C(=O)C[C@H]2CC[C@H]3[C@@H](COC[C@H](O)CN3Cc3ccc(Oc4ccccc4)cc3)O2)CC1	-7	13	13	-1	-13	-8	0
28	COc1ccccc1S(=O)(=O)N(C)C[C@H]1Oc2ncc(-c3ccc(C)cc3)cc2C(=O)N([C@@H](C)CO)C[C@@H]1C	.	0	-43	4	-41	1	4
29	COC(=O)c1ccc(NC(=O)CS(=O)(=O)c2ccccc2)cc1	2	9	.	0	3	9	19
30	COc1ccc(C(=O)NCc2nnc(SCC(=O)Nc3ccc4c(c3)OCO4)o2)cc1	-19	-2	-17	.	.	.	.
31	COCC(C)Nc1ccc(S(=O)(=O)N2CCCC2)cc1[N+](=O)[O-] (stereo not drawn)	-23	-6	-34	-1	.	.	-2
32	O=C(C[C@H]1CC[C@H]2[C@@H](COC[C@@H](O)CN2S(=O)(=O)c2ccc(F)cc2)O1)NCCN1CCCCC1	0	11	20	5	6	3	0
33	CC(C)NC(=O)N(C)C[C@@H]1Oc2ccc(NC(=O)Nc3ccc(C(F)(F)F)cc3)cc2CC(=O)N([C@@H](C)CO)C[C@H]1C	-21	6	-1	1	2	2	1
34	O=C(O)CC1(c2ccc(F)cc2)C2CC3CC(C2)CC1C3 (stereo not drawn)	-1	10	6	-2	-14	10	.
35	CNC[C@@H]1Oc2ccc(NC(=O)Nc3ccc(C(F)(F)F)cc3)cc2C(=O)N([C@@H](C)CO)C[C@H]1C	.	2	8	4	-13	-9	-5
36	CCOc1ccccc1N1CC(C(=O)Nc2ccc3c(c2)OCCO3)CC1=O (stereo not drawn)	-8	26	15	0	-4	3	2

Laid out differently: three of the compounds above
Under each structure: FN deposition inh	S100A4 MyoIIA	LGR2 inh	SIRT5 inh	C2C12 statin	esBAF inh	CASP6 VEID inh
30: COc1ccc(C(=O)NCc2nnc(SCC(=O)Nc3ccc4c(c3)OCO4)o2)cc1
  -19	-2	-17	.	.	.	.
31: COCC(C)Nc1ccc(S(=O)(=O)N2CCCC2)cc1[N+](=O)[O-] (stereo not drawn)
  -23	-6	-34	-1	.	.	-2
32: O=C(C[C@H]1CC[C@H]2[C@@H](COC[C@@H](O)CN2S(=O)(=O)c2ccc(F)cc2)O1)NCCN1CCCCC1
  0	11	20	5	6	3	0

More entries:
no.	SMILES	FN deposition inh	S100A4 MyoIIA	LGR2 inh	SIRT5 inh	C2C12 statin	esBAF inh	CASP6 VEID inh
37	O=C(O)c1ccc(Cn2c(=S)[nH]c3cc(Cl)ccc3c2=O)cc1	5	-5	8	-1	.	.	-3
38	COc1cccc2c3c(c(=O)[nH]c12)CCC(C)(C)O3	.	.	1	.	8	18	.
39	CCCOC(=O)N[C@@H]1C(=O)N2C(C(=O)OCCC)=C(C)CS[C@H]12	-6	0	4	-3	17	1	-1
40	CN(CC1CCCO1)S(=O)(=O)c1ccc(C(=O)Nc2ccc(F)cc2)cc1 (stereo not drawn)	4	-1	-1	-2	-9	-2	0
41	CS(=O)(=O)N(CC(=O)NC1CCCCC1)c1cccc(F)c1	-3	3	13	3	.	.	1
42	N#C/C(=N\Nc1ccc(Cl)cc1)C(=O)c1ccccc1	8	.	.	.	-109	-8	.
43	COc1cccc2cc(CC(=O)c3ccc(C)c(C)c3)c(=O)oc12	2	4	-67	-4	-15	5	-4
44	COC(=O)c1sccc1NC(=S)NCc1ccc(Cl)cc1	8	-9	3	-4	.	.	4
45	COc1ccc(C(=O)N2C=Cc3ccccc3C2C(N)=O)cc1 (stereo not drawn)	0	-1	-10	3	1	2	1
46	NC(=O)/C(=C\c1ccncc1)c1cccc2ccccc12	1	-2	5	-2	0	-7	0
47	CC(=O)c1cc(O)c2ccccc2c1O	9	1	-11	-3	-6	20	38*
48	CSc1cccc(NC(=S)NN/C(=N/S(=O)(=O)c2ccccc2)N2CCCC2)c1	6	-1	-8	.	.	.	2

5 compounds picked at random from those above:
no.	SMILES	FN deposition inh	S100A4 MyoIIA	LGR2 inh	SIRT5 inh	C2C12 statin	esBAF inh	CASP6 VEID inh
42	N#C/C(=N\Nc1ccc(Cl)cc1)C(=O)c1ccccc1	8	.	.	.	-109	-8	.
39	CCCOC(=O)N[C@@H]1C(=O)N2C(C(=O)OCCC)=C(C)CS[C@H]12	-6	0	4	-3	17	1	-1
46	NC(=O)/C(=C\c1ccncc1)c1cccc2ccccc12	1	-2	5	-2	0	-7	0
44	COC(=O)c1sccc1NC(=S)NCc1ccc(Cl)cc1	8	-9	3	-4	.	.	4
43	COc1cccc2cc(CC(=O)c3ccc(C)c(C)c3)c(=O)oc12	2	4	-67	-4	-15	5	-4

(further entries)
no.	SMILES	FN deposition inh	S100A4 MyoIIA	LGR2 inh	SIRT5 inh	C2C12 statin	esBAF inh	CASP6 VEID inh
49	CCCc1cc(=O)oc2c(C)c(OCC(=O)N3CCC(C(=O)O)CC3)ccc12	.	0	10	-6	5	-8	3
50	Cc1ccc(S(=O)(=O)N(C)C)cc1NC(=O)c1cc(=O)[nH]c2ccccc12	-8	0	0	-1	4	6	-1
51	COc1ccc(Nc2ccccc2N)cc1	-5	-24	.	-1	.	.	1
52	CC[C@]12c3[nH]c4ccc(Cl)cc4c3CCN1C(=O)[C@@H](CC(=O)NC/C=C(\C)CCC=C(C)C)C[C@@H]2C(=O)N1CCN(C(=O)C2CC2)CC1	-5	1	2	.	7	12	-2
53	O=Cc1cn(Cc2ccccc2)nc1-c1cccnc1	-1	-6	4	0	.	.	-3
54	c1ccc(Oc2ccc(-c3ccnc4ncnn34)cc2)cc1	6	9	6	-2	.	.	-2
55	CNC[C@@H]1Oc2cc(C#CC3CCCC3)ccc2S(=O)(=O)N([C@H](C)CO)C[C@H]1C	6	-21	-5	2	-28	-2	-1
56	CCCCc1cc2c(c(NC(=O)CC)n1)c(=O)oc1ccccc12	.	-4	7	0	.	.	4
57	CC(=O)COC(=O)C1=NN(c2ccccc2)C(=O)CC1	-7	3	1	-2	-7	-1	3
58	CCCCN1CC(=O)N2[C@H]3c4cc(OC)ccc4OC[C@@H]3[C@H](C(=O)OCC)[C@]2(C)C1=O	-3	-2	-7	-5	17	-3	1
59	CCOc1cccc(C=NNC(=O)C(=O)Nc2cccc(C(F)(F)F)c2)c1O	17	-6	28	.	.	.	9
60	Cc1ccc(C(=O)OCC(=O)c2ccc[nH]2)s1	5	-4	-64	2	.	.	-2
61	CCN(CC)S(=O)(=O)c1ccc(N2CCOCC2)c(NC(=O)c2cc(Cl)c3c(c2)OCO3)c1	8	11	7	-3	-6	7	3
62	CN(C)C(=O)c1cccc(-c2ccc3c(c2)[C@H]2[C@H](CCN2C(=O)c2ccc(F)cc2)[C@@H](CO)N3C)c1	-37	.	-2	.	42	2	.
63	O=C(C[C@H]1C[C@H]2c3cc(NC(=O)NC4CCCCC4)ccc3O[C@H]2[C@@H](CO)O1)NC1CCCCC1	-11	-6	19	0	.	.	1
64	C=CCc1c(C)c(C#N)c2nc3ccccc3n2c1N1CCCCC1	1	-3	-9	6	.	.	6
